Screening results: PubChem, National Center for Advancing Translational Sciences (NCATS)
D1 ag – Allosteric Agonists of the Human D1 Dopamine Receptor: qHTS; D(1A) dopamine receptor (Homo sapiens), P21728; HEK293 T-REx D1 cells, calcium flux, agonist mode; activation, % at 2 µM; actives 1% (n = 360,000); further: 0% is about no effect
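Tetracycline-induced HEK293 TREx D1 cells, force-coupled to calcium signalling, were dye-loaded with a no-wash calcium kit. Compound was pin-added after a 10 s baseline. Fluorescence was read kinetically at 1 cycle/s for 180 s, with calcium rises flagged as agonism.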
D1 potentiator – Potentiators of Human D1 Dopamine Receptor: qHTS; D(1A) dopamine receptor (Homo sapiens), P21728; HEK293 TREx D1 cells, calcium flux, dopamine EC20 potentiation; potentiation, % at 10 µM; actives 0.036% (n = 360,000); in the data active means potentiation above about 30%; further: 0% is about no effect
RXFP1 antagonist – qHTS Assay for Antagonists of the Relaxin Receptor RXFP1; activity change, negative = inhibition, % at 57.5 µM; HEK293-RXFP1, relaxin-stimulated cAMP HTRF, 30 min; stronger effect = lower value; actives 0.59% (n = 350,000); Relaxin receptor 1 (Homo sapiens), Q9HBX9;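 active means activity change of -60% or lower, but not beyond a set lower limit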; further: on the % scale 0 is the no-effect control and ±100 the full control effect
Target sequence (Q9HBX9 whole entry, looked up): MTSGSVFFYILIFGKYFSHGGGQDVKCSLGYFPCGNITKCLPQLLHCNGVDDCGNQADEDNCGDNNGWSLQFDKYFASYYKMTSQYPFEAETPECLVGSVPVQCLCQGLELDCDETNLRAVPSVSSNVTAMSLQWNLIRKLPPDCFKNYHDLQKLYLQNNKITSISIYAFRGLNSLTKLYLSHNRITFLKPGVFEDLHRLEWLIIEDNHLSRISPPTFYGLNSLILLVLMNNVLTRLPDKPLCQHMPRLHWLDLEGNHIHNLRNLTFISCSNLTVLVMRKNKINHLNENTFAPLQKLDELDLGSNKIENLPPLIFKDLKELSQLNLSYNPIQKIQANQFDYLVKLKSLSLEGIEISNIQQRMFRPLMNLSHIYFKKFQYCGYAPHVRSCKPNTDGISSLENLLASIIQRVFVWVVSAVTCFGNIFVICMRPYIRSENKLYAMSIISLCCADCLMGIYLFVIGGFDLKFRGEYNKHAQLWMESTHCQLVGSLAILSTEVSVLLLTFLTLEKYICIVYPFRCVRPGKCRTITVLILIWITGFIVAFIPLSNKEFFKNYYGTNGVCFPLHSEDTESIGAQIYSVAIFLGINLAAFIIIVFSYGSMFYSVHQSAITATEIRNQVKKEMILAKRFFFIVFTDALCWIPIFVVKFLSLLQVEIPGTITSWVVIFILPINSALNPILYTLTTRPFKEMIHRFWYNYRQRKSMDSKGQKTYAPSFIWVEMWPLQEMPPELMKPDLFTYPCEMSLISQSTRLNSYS
D2 ag – HTS Assay for Allosteric Agonists of the Human D2 Dopamine Receptor: Primary Screen for Agonists | activation, % at 2 µM | actives 0.53% (n = 340,000) | HEK293 T-REx D2 cells, calcium flux agonist mode;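 active means activation over 3 SD above normal in the single-dose calcium agonist read, cut at about 30% in these data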; further: 0% is about no effect
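Tetracycline-induced HEK293 T-REx cells with force-coupled D2 receptor, plated overnight at 30 C, loaded with no-wash calcium dye. After a 10 s baseline, compound was pin-added and calcium flux read kinetically for 180 s; calcium rises flagged agonists.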
D2 PAM – HTS Assay for Positive Allosteric Modulators of the Human D2 Dopamine Receptor: Primary Screen for Potentiators. potentiation, % at 10 µM. actives 0.34% (n = 340,000). HEK293 T-REx D2, calcium flux, EC20 dopamine potentiation. AID 485347, 2010;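 active means potentiation over 3 SD above the plate norm, cut at about 30% in these data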; further: 0% is about no effect
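Potentiation of an EC20 dopamine calcium response is measured in a force-coupled, tetracycline-inducible Hek293 Trex D2 line. Compound-only kinetic reads over 180 s flag agonists before dopamine addition.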
D1 antag – Antagonist of Human D 1 Dopamine Receptor: qHTS | HEK293 TREx D1 cells, calcium flux, dopamine EC80; stronger effect = lower value | D(1A) dopamine receptor (Homo sapiens), P21728 | activity change, negative = inhibition, % at 10 µM | actives 3.2% (n = 360,000); in the data active means activity change below about -30%; further: on the % scale 0 is the no-effect control and ±100 the full control effect
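Tetracycline-induced HEK293 Trex D1 cells, force-coupled to calcium, dye-loaded; compounds added and read 180 s, then EC80 dopamine added and calcium flux tracked kinetically another 180 s.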
TRHR ag – qHTS for Small Molecule Agonists and Allosteric Enhancers of Human TRH Receptor: Primary Screen for Agonists; Thyrotropin-releasing hormone receptor (Homo sapiens), P34981; TRHR cells, calcium flux fluo-8, FDSS agonist mode; activation, % at 2 µM; actives 0.18% (n = 360,000); AID 493084, 2011; further: 0% is about no effect
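Agonist-mode FDSS calcium read (Ex 480/Em 530, 1 s cycles) in 1536-well TRHR cells with fluo-8 dye, after 10-cycle baseline and 23 nL compound addition; TRH at EC20 (10 nM final) added afterwards for the enhancer phase.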
TRHR enhancer – qHTS for Small Molecule Agonists and Allosteric Enhancers of Human TRH Receptor: Primary Screen for Enhancers | Thyrotropin-releasing hormone receptor (Homo sapiens), P34981 | TRHR cells, fluo-8 calcium fluorescence, EC20 TRH enhancement | enhancement, % at 2 µM | actives 0.66% (n = 360,000) | AID 493056, 2011; in the data active means enhancement above about 30%; further: 0% is about no effect
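Enhancer read-out: after compound pinning and an initial kinetic agonist-mode read, an EC20 of TRH (10 nM final) was injected and fluo-8 calcium signal (Ex 480/Em 530) followed at 1 s/cycle for 100 cycles in TRHR-expressing cells.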
D2 antag – HTS Assay for Allosteric Antagonists of the Human D2 Dopamine Receptor: Primary Screen for Antagonists; D(2) dopamine receptor (Homo sapiens), P14416; HEK293 TREx D2 cells, calcium flux, dopamine EC80; inhibition, % at 10 µM; actives 2% (n = 340,000); AID 485344, 2010; in the data active means inhibition above about 30%; further: 0% is about no effect
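Calcium flux kinetic readout in an inducible HEK293 TREx D2 line plated overnight at 30 C. After 180 s compound exposure, an EC80 dopamine challenge follows with another 180 s kinetic read to detect antagonism.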
Active calls of the source: *; nt = not tested or not shown; & = joins results of further samples. Unless noted, no stated cut-off is given here; in the data, active means activation above about 30%; inactive means the rest.

mol	TRHR enhancer	D1 ag	TRHR ag	D2 PAM	D1 antag	RXFP1 antagonist	D2 antag	D2 ag	D1 potentiator
CC(C)(C)NC(=O)CSc1nc(N)c(NC(=O)c2ccccc2F)c(=O)[nH]1	-2	2	0.3	5	1	-1	2	0.3	-2
COc1ccc(/C=N/NC(=S)NC2CCS(=O)(=O)C2)cc1OC (stereo not drawn)	14	2	-0.2	7	-12	-4	-8	0.5	7
CC(C)(C)C(=O)Nc1ccccc1C(=O)OCC(=O)c1ccc2c(c1)OCCO2	-33	6	0.8	6	15	1	3	-0.3	-2
CCOC(=O)c1c(NC(=O)C(C)Sc2cn(CCNC(=O)c3ccc(OC)c(OC)c3)c3ccccc23)sc2c1CCC2 (stereo not drawn)	1	4	-3.3	11	-5	nt	nt	-1.5	1
CCOc1ccc(NC(=O)CSc2oc(-c3ccc(F)cc3)nc2S(=O)(=O)c2ccc(C)cc2)cc1	-5	2	0.2	0	5	5	nt	0.5	-1
COC(=O)c1cc(OC)c(OC)cc1NC(=O)Cn1nnc(-c2ccccc2Cl)n1	8	2	0.8	nt	-2	18	9	3.4	1
COc1cccc(OC)c1C(=O)NN1CCCCC1	4	2	0.0	-4	5	25	1	-0.2	-10
O=C(CCc1ccccc1)NCCCNC(=O)CCc1ccccc1	0	2	-0.3	7	5	-4	10	-0.1	-6

Later entries
mol	TRHR enhancer	D1 ag	TRHR ag	D2 PAM	D1 antag	RXFP1 antagonist	D2 antag	D2 ag	D1 potentiator
COc1cccc(OC)c1-c1nn2c(-c3ccco3)nnc2s1	-2	-1	-0.7	-22	5	-10	15	-2.0	-8
O=C(Nc1cc(F)ccc1F)C1CCCN1S(=O)(=O)c1cccc2nsnc12 (stereo not drawn)	-4	2	-0.4	3	-15	-13	3	-2.2	-10
COc1ccc(NC(=O)CN(C)S(=O)(=O)c2ccc(Cl)cc2)cn1	4	1	-0.3	-11	-10	9	17	0.4	-3
COc1cccc(C(=O)Nc2ccc3c(c2)n(C)c(=O)n3C)c1	4	-3	0.0	1	13	-8	-3	-1.0	5
CN(CC(=O)N1CCCC1)S(=O)(=O)c1ccc2ccccc2c1	15	0	-0.2	1	-14	-5	10	-0.3	14
Nc1[nH]ncc1S(=O)(=O)c1ccccc1	8	3	0.7	0	-8	-8	-12	0.7	-2
O=C(Cc1cccs1)Nc1nnc(SCC(=O)NC2CCCCC2)s1	-5	0	0.4	6	8	-6	8	0.7	0
O=C(CCc1nnc2n(Cc3ccc(F)cc3)c(=O)c3ccccc3n12)NCCN1CCOCC1	-8	4	0.1	0	6	-18	-27	0.2	-18

New compounds follow
mol	TRHR enhancer	D1 ag	TRHR ag	D2 PAM	D1 antag	RXFP1 antagonist	D2 antag	D2 ag	D1 potentiator
Clc1ccc(-c2ccn[nH]2)cc1	3	4	-0.8	-3	8	0	-2	-1.9	nt
[N-]=[N+]=CC(=O)CNC(=O)[C@@H](Cc1ccccc1)N1C(=O)c2ccccc2C1=O	5	3	0.4	nt	-5	-10	nt	nt	2
CC(C)Cc1nnc(NC(=O)c2ccc3c(c2)NC(=O)C(C)S3)s1 (stereo not drawn)	2	5	0.2	6	-4	-3	-7	0.7	-4
COc1cccc(CNC(=O)C2CCN(S(=O)(=O)c3ccc4c(c3)NC(=O)C(C)S4)CC2)c1 (stereo not drawn)	9	3	0.1	-14	9	-19	7	0.5	1
Cn1c2cc(S(C)=O)sc2c2cnn(Cc3ccccc3F)c(=O)c21 (stereo not drawn)	1	1	-0.8	nt	-14	nt	nt	nt	-4
NC(=O)CSc1ncc2c(n1)-c1ccccc1N(Cc1ccccc1)S2(=O)=O	-5	3	-0.4	-1	-16	5	nt	-0.2	-2
Cc1nc2c(C(=O)NCCc3ccccc3)cnn2c(C)c1Cc1c(F)cccc1Cl	15	-3	0.1	-3	5	-20	nt	1.0	-2
Cc1nc2[nH]c(=O)c3c(n2n1)NC1=C(C(=O)CC(C)(C)C1)C3c1ccc(F)cc1 (stereo not drawn)	3	3	-0.2	7	-10	-16	4	-0.8	-4

Further entries:
mol	TRHR enhancer	D1 ag	TRHR ag	D2 PAM	D1 antag	RXFP1 antagonist	D2 antag	D2 ag	D1 potentiator
COc1ccc2c(-c3ccccc3)cc(SCC(=O)NC3CCS(=O)(=O)C3)nc2c1 (stereo not drawn)	-1	4	0.4	9	-14	1	-2	1.3	-2
CCCc1nc2ccccc2c(=O)n1-c1ccc(C(=O)OCC)cc1	-2	1	-0.1	21	-8	-17	-9	-0.4	-1
CC(=O)c1ccc(S(=O)(=O)NC2CC(=O)N(c3ccc(C)c(C)c3)C2)cc1 (stereo not drawn)	-4	28	1.3	-1	-31*	-24	13	-0.7	-2
CC1CCc2sc(C(=O)NCC(C)(C)N3CCOCC3)cc2C1 (stereo not drawn)	4	3	-0.2	-4	-68*	-26	-23	-0.1	-2
Cc1cccnc1NC(=O)Nc1cccc2ccccc12	-1	0	-0.4	2	-1	-15	-11	0.8	-6
CN(C)CCN1C(=O)C(=O)/C(=C(/O)c2ccc3c(c2)OCCO3)C1c1ccccn1 (stereo not drawn)	1	1	-0.2	3	6	-13	-7	2.4	3
COc1cccc(-n2nnnc2SCC(=O)Nc2ccc(OC)cc2OC)c1	24	1	-0.7	0	3	4	4	1.2	-3
Cc1nn(C)c(C)c1NS(=O)(=O)c1ccc(N2CCCC2=O)cc1	-6	0	-0.3	4	6	-2	-21	0.9	-5

Further records follow.
mol	TRHR enhancer	D1 ag	TRHR ag	D2 PAM	D1 antag	RXFP1 antagonist	D2 antag	D2 ag	D1 potentiator
O=C(Cn1c(=O)oc2cc(S(=O)(=O)N3CCCC3)ccc21)Nc1ccc(F)cc1F	-1	4	0.2	6	-2	-14	nt	-0.5	-4
O=C(CSc1nc(-c2ccco2)cc(C(F)(F)F)n1)N1CCSCC1	-5	10	-0.6	1	31	-11	25	-0.5	5
CCOc1ccc(-n2c(SCC(=O)N3CCC(C)CC3)nc3c([nH]c4ccccc43)c2=O)cc1	0	0	0.3	-1	-5	nt	nt	nt	2
Cc1ccc(NC(=O)Cn2ncn3c(cc4ccccc43)c2=O)cc1C	0	2	0.4	5	1	-17	nt	0.2	-2
Cc1c2cnn(-c3ccccc3)c(=O)c2c(C)n1CCCC(=O)N1CCN(c2ncccn2)CC1	-1	1	-0.6	12	4	-9	17	-0.4	-2
CCCNc1nc(C)cc(-c2cc(-c3ccc(Cl)cc3)on2)n1	1	3	0.3	-2	-7	nt	5	-0.2	6
O=C(O)C1CCCN1S(=O)(=O)c1ccc2ccccc2c1 (stereo not drawn)	-1	0	-0.7	-16	-9	-9	-1	0.4	-2
NCCNc1ccc([N+](=O)[O-])cc1	0	4	1.0	-1	2	9	5	1.1	-4

Following part.
mol	TRHR enhancer	D1 ag	TRHR ag	D2 PAM	D1 antag	RXFP1 antagonist	D2 antag	D2 ag	D1 potentiator
Cc1cccc(Nc2nc(N)c([N+](=O)[O-])c(N3CCN(C)CC3)n2)c1	11	1	0.3	-30	7	-5	55*	-0.5	-3
COc1ccc(OCC(=O)NS(=O)(=O)c2ccccc2)cc1	2	1	0.8	8	4	0	-5	0.0	0
CCOC(=O)C1=C(CS(=O)(=O)c2ccccc2)NC(=O)NC1c1cccc(OC)c1 (stereo not drawn)	-5	4	-0.6	1	-16	-3	-3	-0.6	-1
COc1ccc(C2CC(c3cccs3)=NN2C(=O)CSc2nc(=O)n3ccc(C)cc3n2)cc1 (stereo not drawn)	-1	4	0.1	-1	13	-20	2	-0.1	1
CCc1noc(C)c1C(=O)Nc1ccc(Cl)c(S(=O)(=O)N2CCCCC2)c1	-8	5	-0.9	nt	-17	-4	nt	nt	-1
OCC[C@H]1C[C@H](O)[C@@H](O)[C@@]2(CCc3ccccc3CO2)O1	-4	-1	0.0	4	-9	nt	6	1.0	3
CCc1ccc(NC(=O)CNC(=O)c2nn(-c3ccc(OC)cc3)c(=O)c3ccccc23)cc1	4	0	0.6	27	-2	4	3	0.0	-6
COc1ccccc1OCc1nnc(SCC(=O)N2CCCC2)o1	4	2	-0.2	nt	4	-12	nt	nt	-1

(further entries)
mol	TRHR enhancer	D1 ag	TRHR ag	D2 PAM	D1 antag	RXFP1 antagonist	D2 antag	D2 ag	D1 potentiator
Cc1ccc(O)c(NC(=O)c2cc(-c3ccc(F)cc3)on2)c1	7&9	1&3	0.2&0.8	7&6	4&8	8	-3	1.1&0.5	5&5
COc1ccc(N2CC(C(=O)N[C@@H](CC(C)C)C(=O)NC3CCCC3)CC2=O)cc1 (stereo partly drawn)	0	2	0.5	4	-5	6	-31	-0.4	-3
CCOC(=O)N1CCN(CCC(=O)Nc2cc([N+](=O)[O-])ccc2OC)CC1	15	2	-0.1	1	-11	1	-10	-0.6	2
CCOc1ccc(S(=O)(=O)n2nnc3ccccc32)cc1C	-1	2	0.1	14	1	13	25	0.1	3
CC(=O)N(Cc1ccco1)C1(C(=O)NC2CCCCC2)CCCCC1	-2	2	0.5	nt	-29	10	nt	nt	-3
Cn1c(=O)c2cc(C(=O)N3CCN(c4ccc(Cl)cc4)CC3)sc2c2ccccc21	-2	2	0.1	15	-1	-13	nt	-0.1	2
CCOc1ccc(C(=O)/C=C/c2cn(CC(O)CN3CCc4ccccc43)c3ccccc23)cc1 (stereo not drawn)	1	12	2.6	nt	-20	nt	nt	0.1	-5
COc1ccc(NC(=O)c2cc(S(=O)(=O)NCCC3=CCCCC3)ccc2F)cc1	-1	1	-0.1	9	5	-8	nt	0.2	-2

Following part
mol	TRHR enhancer	D1 ag	TRHR ag	D2 PAM	D1 antag	RXFP1 antagonist	D2 antag	D2 ag	D1 potentiator
CCCn1c(O)c(N=NC(=O)CNC(=O)c2ccncc2)c2ccccc21	7	-1	-0.4	7	-10	-25	1	-0.2	-4
O=C1COc2ccc3ccccc3c21	-3	1	0.4	-7	-4	-3	16	0.9	-2
CCOC(=O)C(=CNc1ccccc1N1CCOCC1)C(=O)OCC	3	0	-0.1	2	0	-8	4	0.7	4
O=C1CS/C(=N/N=C/c2ccccc2)N1c1ccc(O)cc1	1	-1	-0.1	14	27	4	2	-1.2	-1
COC(=O)c1ccc(C(=O)OC)c(NC(=O)COC(=O)C2CCCCC2)c1	12	4	-0.5	2	17	7	2	-0.2	-1
